# ABHD5-PLIN5 inh: inhibitors of human ABHD5-perilipin-5 interaction. 0.78% of 360,000 active. inhibition, % at 4 µM. Split G. princeps luciferase complementation, luminescence, 4 h. Q00G26+Q8WTS1. AID 602281;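 active = inhibition above the mean inhibition across every tested compound plus 3 SD, cut at about 22% in these data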;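 note: 0% = DMSO only wells and the 100% control is not disclosed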
# Target sequence (Q00G26 whole entry, looked up): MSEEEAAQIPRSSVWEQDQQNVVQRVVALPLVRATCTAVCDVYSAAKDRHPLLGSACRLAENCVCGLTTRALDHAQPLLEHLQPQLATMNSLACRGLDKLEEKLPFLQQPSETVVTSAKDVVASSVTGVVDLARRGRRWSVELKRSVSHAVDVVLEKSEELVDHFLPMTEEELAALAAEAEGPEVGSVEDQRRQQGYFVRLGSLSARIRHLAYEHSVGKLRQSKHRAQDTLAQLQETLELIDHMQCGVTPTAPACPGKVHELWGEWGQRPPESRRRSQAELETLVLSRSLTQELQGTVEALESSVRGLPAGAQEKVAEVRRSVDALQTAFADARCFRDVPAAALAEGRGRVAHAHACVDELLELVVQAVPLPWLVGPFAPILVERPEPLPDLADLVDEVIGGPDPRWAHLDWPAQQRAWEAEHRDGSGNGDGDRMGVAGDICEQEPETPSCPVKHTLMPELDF
# Target sequence (Q8WTS1 whole entry, looked up): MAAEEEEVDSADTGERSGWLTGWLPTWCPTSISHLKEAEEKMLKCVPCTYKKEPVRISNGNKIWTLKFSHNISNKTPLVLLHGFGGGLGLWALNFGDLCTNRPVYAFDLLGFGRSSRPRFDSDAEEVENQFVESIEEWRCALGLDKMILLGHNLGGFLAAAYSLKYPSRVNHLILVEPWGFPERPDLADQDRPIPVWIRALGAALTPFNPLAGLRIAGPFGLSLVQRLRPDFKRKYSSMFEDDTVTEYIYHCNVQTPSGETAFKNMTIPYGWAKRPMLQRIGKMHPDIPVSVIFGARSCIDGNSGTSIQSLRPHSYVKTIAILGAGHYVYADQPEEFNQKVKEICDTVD
# H9c2 protect: myocardial damage modulation in H9c2 cells | 0.63% of 360,000 active | AID 588492 | H9c2 cardiomyocytes, H2O2 injury protection, ATPLite, 2 h | protection from H2O2 cell death, % at 20 µM;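 active = compounds giving at least 50% protection of heart cells from peroxide-induced death in the single-dose screen, raw or plate-pattern-corrected value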;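 note: 0% = DMSO wells with peroxide and 100% = DMSO wells without peroxide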
# Glyco luc inh: N-linked glycosylation inhibition | D54 ERlucT glycosylation luciferase reporter, 24 h; percent of 100 nM tunicamycin response | 0.23% of 360,000 active | reporter increase, % at 12.5 µM | AID 588692;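 active = mean luciferase reporter signal, scaled so untreated is 0 and the glycosylation-blocking control 100, at or above a set limit in every replicate; inconclusive = mean reaches the limit but not every replicate does; inactive = mean below the limit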;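 note: luciferase carries N-glycosylation sites so blocking glycosylation raises the light; 0% = median of neutral control wells and 100% = median of 100 nM tunicamycin wells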
# MC4R antagonist: human MC4R antagonism in cAMP assay | P32245 | MC4R-expressing cells, MTII-stimulated cAMP, LANCE TR-FRET | inhibition, % at 6.5 µM | 0.48% of 360,000 active;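 active = inhibition above its plate's cutoff, the mean of tested wells on that plate plus 3 SD, cut at about 29% in these data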;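 note: 0% = Melanotan II alone and 100% = Melanotan II plus saturating MCL0020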
#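 Material: U2OS-MC4R stable cell line | Reagent: Melanotan II challenge after compound preincubation | Doses: One concentration, 6.5 µM nominal | Incubation: 30-min compound preincubation, 1-h Melanotan II challenge, 1-h detection, room temperature | Signal: TR-FRET cAMP assay | Replicates: One well per compound, no replicates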
# CaV13 FRET inh: Disruptors of the CACNA1D IQ motif to Ca2+-dependent inactivation inhibitor domain association, primary screening, Förster resonance energy transfer in intact living …; 0.098% of 340,000 active; HEK cells, CFP/YFP FRET ICDI-IQ, plate reader, 10 min; percent FRET-ratio fall versus neutral wells; inhibition, % at 12.3 µM; AID 743397;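 active = mean replicate inhibition of at least 30% and at least 1% of replicates passing that level; inconclusive = only one of the two criteria is met; inactive = neither criterion is met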;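 note: 0% = median of the neutral control wells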
# HTR2A ag: mouse HTR2A agonism via beta-arrestin recruitment; P35363; CHO-K1 mHTR2A beta-arrestin complementation, luminescence; percent of 30 µM serotonin response; activation, % at 7.6 µM; 0.66% of 360,000 active; AID 624169;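 active = activation above a run cutoff, the mean activation of all tested compounds plus 3 SD, cut at about 14% in these data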;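 note: 0% = plate median of compound wells and 100% = 30 µM serotonin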
# PDI inh: blocks human protein disulfide isomerase activity; P07237; PDI insulin aggregation turbidity, A650, 90 min; inhibition, % at 10 µM; 0.052% of 350,000 active; AID 588391;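 active = mean inhibition across replicates of 30% or more, whatever share of single replicates reach that level; inconclusive = mean inhibition below 30% while every single replicate reaches 30%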;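 note: absorbance from insulin aggregation driven by PDI reduction with DTT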
# Granule exo inh: lytic granule exocytosis inhibition. TALL-104 LAMP-1 surface exposure, flow cytometry; cells stimulated with thapsigargin and PMA. inhibition, % at 10 µM. 0.66% of 360,000 active;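 active = inhibition above about 55%, limit read from the data; inconclusive = no clear call, values can overlap the other calls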
# MC4R ag barr: agonists of human melanocortin 4 receptor (MC4R) beta-arrestin; U2OS MC4R beta-arrestin complementation, luminescence; percent of melanotan II response, DMSO zero; activation, % at 8.9 µM; 0.98% of 360,000 active; AID 540308;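 active = activation above a per-plate cutoff, the mean activation of sample wells on that plate plus 3 SD, cut at about 8% in these data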
# ABCB6 inh 2: human ABCB6 transporter inhibition. Q9NP58. K562-ABCB6 porphyrin accumulation, flow cytometry, 1 h; active compounds read low. fluorescence ratio to DMSO, % at 10 µM. 0.19% of 360,000 active;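 active = fluorescence ratio to DMSO below 75%, the collection mean minus 3 SD; inconclusive = too few cells collected in the well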;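 note: signal is porphyrin accumulated inside mitochondria; 100% equals median channel fluorescence of DMSO control wells; lower ratio means ABCB6 inhibition with less porphyrin fluorescence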
# * hit, by the source's call; u = inconclusive; x = not tested or not shown.
compound	MC4R ag barr	Granule exo inh	PDI inh	Glyco luc inh	ABCB6 inh 2	HTR2A ag	H9c2 protect	CaV13 FRET inh	ABHD5-PLIN5 inh	MC4R antagonist
Cc1ccc(/C=C/C(=O)N2CCN(S(=O)(=O)c3ccc(C)c(C)c3)CC2)o1	-1.2	38	-4	20	99	-2	-11	-6	44*	38*
O=C(COC(=O)c1ccc[n+]([O-])c1)Nc1ccc([N+](=O)[O-])cc1Cl	-0.1	-10	-13	-2	96	6	-5	-6	9	8
O=C(c1ccc(Cl)c(S(=O)(=O)N2CCCCCC2)c1)N1CCCCC1	-2.3	-4	2	0	101	-4	-4	-3	-13	3
CCc1ccc(Nc2nnc(SCC(=O)NC(=O)c3cccn3C)s2)cc1	20*	3	-21	3	88	5	0	-8	1	-7
Cc1ccc(CNC(=O)C2CCCN(c3cnccn3)C2)cc1 (stereo unspecified)	0.7	-2	-4	2	98	-1	-5	-6	2	13
O=C(Nc1ccc(F)cc1)/C(Cl)=C/c1ccccc1	-1.3	5	3	-9	99	-2	-14	-2	-5	4
CCN1CCN(C(=O)CN(c2cc(OC)ccc2OC)S(C)(=O)=O)CC1	1.4	4	-1	2	104	3	1	-4	1	11
COC(=O)c1ccncc1N	-4.2	-5	-3	1	100	4	-2	4	0	-5
COc1cc(C(=O)NCCc2c[nH]c3ccccc23)ccc1OCc1c(C)noc1C	2.1	3	-1	1	96	-3	39	-8	-4	4
COc1ccc(S(=O)(=O)Nc2ccc3c(c2)COC3=O)cc1OC	-0.6	6	-1	-1	101	-3	-2	-5	2	7
O=C(c1ccccc1)c1ccc(OC(=O)N2CCCC2)cc1	-1.0	-3	u	-2	91	-2	2	-5	-2	10
CCc1c(C)sc(NC(=O)/C=C/C(=O)O)c1C(N)=O	-3.8	1	3	2	102	5	-2	-5	-7	1
COc1ccc(Cc2nnc(NN)[nH]c2=O)cc1OC	-2.8	4	-10	1	99	-6	1	-5	-1	16
Cc1ccc(NC(=O)CN2C(=O)CCSc3ccc(S(=O)(=O)N4CCCC4)cc32)cc1	-2.5	-10	18	-1	95	-5	8	-6	-4	8
CCOc1ccc2nc(NCCCNS(=O)(=O)c3ccc(F)cc3)c(C#N)cc2c1	1.7	5	2	-4	99	1	4	33*	5	-4
Cc1cc(O)c(-c2cc(C(=O)NCc3ccc4c(c3)OCO4)[nH]n2)cc1C	1.3	1	9	-2	59*	-3	0	-5	4	2
CCOC(=O)c1c(NC(=O)C(=O)N/N=C/c2ccc(OCC)cc2)sc2c1CCCCC2	-1.1	u	-23	0	96	-3	0	-4	1	2
CCOCCCNCc1c(Cl)cccc1Cl	-0.1	-4	19	1	95	7	-2	-3	0	-3
CCOc1cc(/C=N/Nc2nc3ccccc3[nH]2)cc(Br)c1OCC(=O)N(C)C	0.1	13	-3	-3	93	-3	38	-3	2	0
CCOCCn1c(=O)c2c(nc3n2CCCN3CCc2ccccc2)n(C)c1=O	-0.9	-20	8	0	95	3	3	-6	-5	2
Cn1nnc2cc(C(=O)Nc3ccccc3)ccc21	-1.3	0	-1	-1	95	-1	-5	-5	2	4
Cc1ccc(N(CC(=O)NCc2ccccc2)C(=O)CCC(=O)Nc2ccccn2)cc1	0.7	12	-11	0	95	0	5	-2	2	16
COc1ccccc1C=C1CCc2ccccc2C1=O	x	-16	x	-5	100	-4	-15	-9	6	x
C/C(=N\NC(=O)c1cccc2ccccc12)c1cccs1	-2.5	-1	-2	0	104	-7	-4	-12	0	-6
COc1ccc(C)cc1S(=O)(=O)N1CCN(Cc2ccccc2)CC1	-2.3	-3	0	-3	96	-1	-2	-5	-3	3
Oc1c(CN2CCCC(C(F)(F)F)C2)cc(Cl)c2ccccc12 (stereo unspecified)	1.8	45	-2	-1	106	3	-13	-4	24*	2
CCOC(=O)C1CN(S(=O)(=O)c2ccccc2)C1	0.5	-3	-1	0	96	7	1	-5	-5	4
COc1ccc(NC(=O)c2oc3ccccc3c2NC(=O)C2CC2)cc1OC	-3.4	7	2	5	92	-2	14	-6	-1	-6
Cc1ccc(OC(=O)N(C)C[C@@H]2OCc3cn(nn3)CCCC(=O)N([C@H](C)CO)C[C@H]2C)cc1	0.3	1	-6	2	96	-2	-4	-10	4	-2
CCOC(=O)c1csc(COc2ccc(OC)cc2)n1	-0.5	3	-1	-1	95	0	0	-5	6	4

# (listing goes on)
compound	MC4R ag barr	Granule exo inh	PDI inh	Glyco luc inh	ABCB6 inh 2	HTR2A ag	H9c2 protect	CaV13 FRET inh	ABHD5-PLIN5 inh	MC4R antagonist
CC1(C(=O)N/N=C/c2ccccc2)CC1(Br)Br (stereo unspecified)	0.8	-2	3	1	100	1	9	-7	-9	-4
O=C1NC(=S)N(C(=O)c2ccc(F)cc2)/C1=C/c1ccccc1	-3.1	6	-14	11	103	-1	-13	-7	-4	19
CCc1nc2c(OCCOc3ccccc3)cccn2c1N(C)C(=O)c1ccccc1F	-1.0	-2	-1	-2	96	-4	2	-18	-1	-2
O=C(OCc1nc2ccccc2s1)c1ccc(Br)s1	0.5	-2	-3	-3	95	1	-3	-5	-4	22
N#Cc1c(NC(=O)c2cc(C3CC3)on2)sc2c1CCC2	1.6	-1	x	4	96	4	-11	-5	4	-15
O=C(CSc1nnc(Cc2ccccc2)o1)NCc1ccc2c(c1)OCO2	0.0	-1	0	-2	85	-1	2	-5	-10	9
O=C(NCc1cccc(OC(F)(F)F)c1)c1ccc2c(c1)S(=O)(=O)c1cc(Cl)ccc1C2=O	1.6	10	-7	1	98	-2	-6	-5	9	5
CN(C)c1ccc(/C=N/NC(=O)c2ccc3c(c2)OCO3)cc1	-1.1	6	-1	2	99	-9	-7	-7	2	-11
CCCc1nc2c(o1)CC(CC(C)SCC)CC2=O (stereo unspecified)	-0.1	0	-8	0	99	4	-4	x	-2	20
Cc1ccc2nc(NC(=O)c3ccc(Br)o3)sc2c1	0.9	11	11	-10	100	11	-16	-20	0	15
O=C(COC(=O)c1cc([N+](=O)[O-])ccc1N1CCOCC1)Nc1ccc(Cl)cn1	-2.5	4	-12	0	96	-1	11	x	5	17
CCCCN(C(=O)c1ccc(S(=O)(=O)N(CC)CC)cc1)c1c(N)n(CCC)c(=O)[nH]c1=O	0.5	-1	2	2	99	5	0	-3	1	6
CN(C(=O)C(C)(C)C)C1c2c(ccc3ccccc23)OCC1CO (stereo unspecified)	3.0	-12	3	-2	96	-3	-15	-19	3	7
CC(=O)Nc1ccc(OCC(=O)NC(C)C(C)C)cc1 (stereo unspecified)	1.1	1	-7	-1	94	-1	12	x	0	16
COc1ccccc1NC(=O)CCCn1c(=S)[nH]c2ccccc2c1=O	0.4	-2	-9	8	101	5	2	-5	-6	13
CCNc1nc(N)nc(Oc2ccc(C(=O)OC)cc2)n1	-0.4	-2	-5	1	103	-1	2	-6	2	4
CC1CCN(c2ncnc3c2cnn3Cc2ccc(Cl)cc2)CC1	2.3	-2	0	-4	150	-5	1	-4	-1	9
COC(=O)CNC(=O)c1cccs1	-1.8	1	-9	3	93	0	-1	-4	-1	3
Cc1[nH]c2ccccc2c1C(=O)CSc1cccc[n+]1[O-]	-0.4	-7	-2	3	101	3	3	2	6	-3
CC1Oc2ccccc2OC1(O)c1ccccn1 (stereo unspecified)	0.3	1	-1	2	92	-3	-1	-5	0	9
CCCc1cc(=O)oc2cc(OCC(=O)N3CCc4ccccc43)ccc12	2.2	-5	2	1	106	4	7	-5	7	9
CCCN1CCN(C(=O)C2CCN(c3ncnc4c3nc3n4CCCCC3)CC2)CC1	-3.0	0	2	-4	98	-9	-6	-2	-7	6
COc1cc2[nH]cc(C(=O)NCCc3ccccc3)c(=O)c2cc1OC	-1.9	1	1	-1	98	0	16	x	4	-17
Cc1cc2n(n1)C(c1cccs1)Nc1ccccc1-2 (stereo unspecified)	-0.3	0	-1	0	89	6	6	-4	-3	11
O=C(Cc1ccccc1)Nc1nc(-c2cccc([N+](=O)[O-])c2)cs1	1.3	-1	4	-1	98	-2	3	-14	-4	12
COC1=CC(=O)C(OC)=C(OC)C1=O	-0.4	1	6	0	99	5	-23	-6	26*	-4
CC[N+](CC)(CC=C(C)C)CC(=O)OC	7.7	22	-8	4	100	-1	3	-18	8	-6
COc1ccc(C2NC(=O)CS2)cc1OC (stereo unspecified)	1.8	0	8	2	116	7	4	x	4	4
COc1cccc(N/C(C)=C/C(=O)c2ccc(Br)cc2)c1	2.7	2	-4	2	90	0	7	x	1	17
CC(=O)N1c2ccc(S(=O)(=O)NCCC(=O)Nc3ncccc3C)cc2CC1C (stereo unspecified)	-0.9	-4	-1	-1	90	15*	0	-6	1	-5

# More structures.
compound	MC4R ag barr	Granule exo inh	PDI inh	Glyco luc inh	ABCB6 inh 2	HTR2A ag	H9c2 protect	CaV13 FRET inh	ABHD5-PLIN5 inh	MC4R antagonist
CCOc1ccc2[nH]c3c(NCCCOC)ncnc3c2c1	-1.8	0	-8	3	93	-7	-3	-3	-3	4
Cc1cc(C)c(NC(=S)N(CCN(C)C)C(C)c2cccnc2)c(C)c1 (stereo unspecified)	0.0	-4	-7	2	90	-2	5	0	3	11
CCc1cccc(CC)c1NC(=O)COC(=O)CCc1cc(OC)c(OC)c(OC)c1	1.8	-1	-38	5	105	8	1	-3	12	7
COCCOC(=O)c1c(C)oc2ccc(NS(=O)(=O)c3ccccc3)cc12	-0.5	-2	0	-3	99	6	-1	-7	5	15
CC(C)(C)C(=O)CC1(O)C(=O)N(Cc2ccc(Cl)cc2)c2ccccc21 (stereo unspecified)	1.6	0	-5	-3	96	14	-4	-5	14	0
CC(C)Cc1nnc(NC(=O)c2cc(-c3ccccc3)nc3ccccc23)s1	1.4	3	-4	0	76	-1	0	-4	-1	-6
CC(=O)c1ccc(S(=O)(=O)N2CCC3(CC2)OCCO3)cc1	-1.5	-4	1	0	100	0	1	-3	-2	0
O=[N+]([O-])c1cc2c(cc1Br)-c1ccccc1C2	1.4	-2	12	3	96	-1	-15	-5	-6	-6
Cc1nnc(NC(=O)c2ccc(S(=O)(=O)N3CCCCC3C)cc2)o1 (stereo unspecified)	1.3	-1	-3	2	102	1	20	x	1	-7
N#Cc1c(Cc2cccc3ccccc23)nn(CCO)c1N	0.6	-10	-3	2	101	0	-1	-5	5	-5

# Two neighbouring compounds from above:
compound	MC4R ag barr	Granule exo inh	PDI inh	Glyco luc inh	ABCB6 inh 2	HTR2A ag	H9c2 protect	CaV13 FRET inh	ABHD5-PLIN5 inh	MC4R antagonist
Cc1nnc(NC(=O)c2ccc(S(=O)(=O)N3CCCCC3C)cc2)o1 (stereo unspecified)	1.3	-1	-3	2	102	1	20	x	1	-7
N#Cc1c(Cc2cccc3ccccc23)nn(CCO)c1N	0.6	-10	-3	2	101	0	-1	-5	5	-5

# Assay outcomes (PubChem BioAssay)
